Source: PubChem BioAssay
TEAD-YAP inh = TEAD-YAP interaction inhibition; HEK-TIYL cells, TEAD-Gal4/YAP UAS-luciferase luminescence; inhibition, % at 9.12 µM; 1.4% of 640,000 active; in the data active = inhibition above about 32%;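 note: 0% = median of test compound wells and 100% = reference inhibitor wells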
FBW7 activator = activators of human E3 ligase FBW7. 0.13% of 650,000 active. normalized activity (activation), % at 26.1 µM. AlphaScreen FBW7–phospho-cyclin E peptide binding, activator screen; in the data active = normalized activity above about 1.9%;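 note: purified mutant Fbw7 with reduced substrate affinity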
GPR151 ag = activators of human GPR151; AID 1508602; PathHunter beta-arrestin GPR151 cells, luminescence; 1% of 650,000 active; activation, % at 11.2 µM; in the data active = activation above about 4.9%;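 note: 0% = median of compound wells and 100% = cells with positive control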
Target sequence (Q8TDV0 whole entry, looked up): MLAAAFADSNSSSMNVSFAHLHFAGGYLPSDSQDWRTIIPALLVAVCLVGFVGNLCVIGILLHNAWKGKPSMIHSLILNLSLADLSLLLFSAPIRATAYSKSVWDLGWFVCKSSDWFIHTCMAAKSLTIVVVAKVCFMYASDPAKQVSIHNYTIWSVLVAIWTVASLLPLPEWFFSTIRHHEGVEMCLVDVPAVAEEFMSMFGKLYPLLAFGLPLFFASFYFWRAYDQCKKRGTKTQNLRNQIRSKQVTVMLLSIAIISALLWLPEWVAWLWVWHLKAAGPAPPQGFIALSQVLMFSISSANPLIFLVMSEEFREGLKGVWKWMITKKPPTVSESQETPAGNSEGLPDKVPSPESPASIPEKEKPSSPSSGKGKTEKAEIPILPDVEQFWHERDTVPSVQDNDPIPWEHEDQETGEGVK
MITF primary = blocks human microphthalmia-associated transcription factor; O75030; AlphaScreen MITF homodimerization, bead proximity signal; inhibition, % at 2.6 µM; 0.91% of 650,000 active; AID 1259374; in the data active = inhibition above about 50%;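 note: 0% = vehicle wells with protein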
Target sequence (O75030 whole entry, looked up): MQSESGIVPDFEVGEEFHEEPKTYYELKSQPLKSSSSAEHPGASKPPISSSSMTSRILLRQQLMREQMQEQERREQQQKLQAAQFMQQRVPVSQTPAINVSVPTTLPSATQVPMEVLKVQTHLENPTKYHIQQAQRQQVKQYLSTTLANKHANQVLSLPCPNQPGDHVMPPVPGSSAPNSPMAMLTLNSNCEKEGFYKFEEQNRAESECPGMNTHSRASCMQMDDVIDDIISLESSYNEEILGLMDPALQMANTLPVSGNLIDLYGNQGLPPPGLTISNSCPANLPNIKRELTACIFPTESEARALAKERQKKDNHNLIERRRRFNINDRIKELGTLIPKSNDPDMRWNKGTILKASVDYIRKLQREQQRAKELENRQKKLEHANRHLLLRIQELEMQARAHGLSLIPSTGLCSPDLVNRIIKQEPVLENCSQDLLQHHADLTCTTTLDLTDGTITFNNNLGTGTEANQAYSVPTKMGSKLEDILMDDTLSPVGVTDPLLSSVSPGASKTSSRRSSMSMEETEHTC
The depositor's hits bear a star.

Values run as follows: TEAD-YAP inh	FBW7 activator	GPR151 ag	MITF primary
- Cc1noc(C(=O)Nc2c(C)n(C)n(-c3ccccc3)c2=O)c1Cl
    4	0.1	1.6	18
- CCOC(=O)CNC(=O)N1CCc2nc(-c3cccnc3)nc(N3CCCCCC3)c2C1
    4	-0.1	1.9	13
- COc1ccc2nc(N3CCC(C(=O)N4CCC(C)CC4)CC3)sc2c1
    -4	0.1	-1.6	-1
- CCOc1ccccc1/C=C1\N=C(c2ccc(C(C)(C)C)cc2)OC1=O
    -16	-0.2	3.2	-9
- COc1ccccc1N1CCN(CC(O)COc2ccc3ccccc3c2)CC1 (stereo unspecified)
    1	-0.1	-1.8	5
- CC1CCCCC1NC(=O)c1ccc(N2CCc3ccccc32)c([N+](=O)[O-])c1 (stereo unspecified)
    -5	-0.1	0.9	23
- O=C1C2CCCC1C(c1ccccc1)NC2c1ccccc1 (stereo unspecified)
    2	0.1	-0.3	5
- Cc1ccc(-n2nc3ccc(NC(=O)c4ccc(Cl)c([N+](=O)[O-])c4)cc3n2)cc1C
    -10	0.1	-0.6	-1
- CCCc1cc(C(=O)OC)c(NC(=O)C2CCC2)s1
    -5	-0.1	2.4	-1
- Cn1cc(S(=O)(=O)N2CCOCC2)cc1C(=O)N1CCc2ccccc21
    5	0.5	0.0	-1

Of the compounds above, three have sulfur:
Values run as follows: TEAD-YAP inh	FBW7 activator	GPR151 ag	MITF primary
- COc1ccc2nc(N3CCC(C(=O)N4CCC(C)CC4)CC3)sc2c1
    -4	0.1	-1.6	-1
- CCCc1cc(C(=O)OC)c(NC(=O)C2CCC2)s1
    -5	-0.1	2.4	-1
- Cn1cc(S(=O)(=O)N2CCOCC2)cc1C(=O)N1CCc2ccccc21
    5	0.5	0.0	-1

Continued:
Values run as follows: TEAD-YAP inh	FBW7 activator	GPR151 ag	MITF primary
- Cc1ccc(-c2onc3ccc(Cl)cc23)cc1
    -11	0.0	-1.3	7
- CCCN(CCC)C(=O)c1cccc(OC)c1
    5	0.1	0.6	9
- O=C(NCCCN1CCOCC1)c1cc(-c2cccc(Cl)c2)on1
    3	0.0	-0.3	3
- C/C(=N/OCC(=O)N/N=C/c1sc2ccccc2c1O)c1ccccc1
    -2	-0.4	2.5	14
- S=c1[nH]nc(-c2ccncc2)n1CC1CCCO1 (stereo unspecified)
    -1	0.6	0.0	6
- CCNC(=O)N1CCNC(=O)C1CC(=O)Nc1ccc(C(=O)OCC)cc1 (stereo unspecified)
    19	-0.1	-0.7	1
- CCOc1ccc(NC(=O)CSc2nnc(NC(=O)CCc3ccccc3)s2)cc1
    7	-0.1	0.5	-2
- COc1ccccc1N1CCN(Cc2ccco2)CC1
    -5	0.2	-0.8	32
- COc1ccc(NC(C)=O)cc1NS(=O)(=O)c1c(C)n(C)c(=O)n(C)c1=O
    -1	-0.3	0.2	-4
- CC(NC(=O)COC(=O)c1ccc(O)cc1)c1ccccc1 (stereo unspecified)
    7	0.0	0.0	3

4 structures out of the list, ordered by heavy-atom count, descending:
Values run as follows: TEAD-YAP inh	FBW7 activator	GPR151 ag	MITF primary
- COc1ccc(NC(C)=O)cc1NS(=O)(=O)c1c(C)n(C)c(=O)n(C)c1=O
    -1	-0.3	0.2	-4
- C/C(=N/OCC(=O)N/N=C/c1sc2ccccc2c1O)c1ccccc1
    -2	-0.4	2.5	14
- CC(NC(=O)COC(=O)c1ccc(O)cc1)c1ccccc1 (stereo unspecified)
    7	0.0	0.0	3
- CCCN(CCC)C(=O)c1cccc(OC)c1
    5	0.1	0.6	9

Continued.
Values run as follows: TEAD-YAP inh	FBW7 activator	GPR151 ag	MITF primary
- O=C(c1cccs1)C1C(c2cccs2)NC(=S)NC1(O)C(F)(F)F (stereo unspecified)
    1	0.1	1.4	1
- CCCCOc1ccc(CSc2nncn2N)cc1
    -53	0.0	-0.9	7
- OCCC1CN(Cc2cnn(-c3cccc(F)c3)c2)CCN1Cc1ccccc1F (stereo unspecified)
    1	0.1	0.5	-1
- CC(C)(C)c1ccc(OC(=O)CN2C(=O)C3C4CCC(C4)C3C2=O)cc1 (stereo unspecified)
    9	0.3	1.6	3
- O=c1oc2ccccc2cc1-c1csc(Nc2ccccc2I)n1
    -9	-0.1	2.7	-1
- Cc1[nH]c2ccccc2c1CCC(N)=O
    11	0.0	1.0	9
- COCCNC(=O)c1c(C)cc(C)cc1C
    -2	0.4	-1.8	19
- Cc1ccc(NC(=O)c2sc3ncn(Cc4ccccc4Cl)c(=O)c3c2C)cc1Cl
    2	0.2	-0.3	-13
- O=C(Nc1sc2c(c1C(=O)O)CCC2)c1ccco1
    -4	0.0	-10	6
- CCCC1=NN2C(=N)/C(=C/c3ccc(OCCOc4ccc(C(C)CC)cc4)c(OCC)c3)C(=O)N=C2S1 (stereo unspecified)
    4	0.0	0.8	-6
- CC(C)(Oc1ccc(Cl)cc1)C(=O)NC1CCCCC1N1C(=O)CSC1=O (stereo unspecified)
    -1	0.2	-0.4	4
- Nn1c(SCC(=O)NCCc2ccc(F)cc2)nnc1C1CCCCC1
    1	-0.5	-0.7	-3
- CCCCn1c(SCC(N)=O)nnc1-c1cccnc1
    -5	-0.1	-0.2	3
- Cc1c(C(=O)O)sc2[nH]c(=O)n(-c3ccc(Cl)cc3)c(=O)c12
    1	-0.1	1.1	3
- Cc1nc(-c2cc3ccccc3oc2=O)cc2c1c(=O)oc1ccccc12
    9	0.0	-1.3	9
- CCOc1cc(/C=N/Nc2nncc3ccccc23)ccc1OCc1ccc(C(=O)OC)o1
    -46	0.0	-1.1	5
- CCOC(=O)c1nnn(-c2nonc2N)c1CN1CCCCC1
    5	0.1	-1.5	17
- Cc1nc(SCC(=O)c2ccc(-c3ccc(C(=O)CSc4nc(C)c(C)c(C)c4C#N)cc3)cc2)c(C#N)c(C)c1C
    -3	0.0	-0.3	-10
- Nc1ncc(Br)cc1S(=O)(=O)Nc1cc(F)ccc1F
    2	-0.1	4.3	-21
- CC1CCN(C(=O)c2ccc(Br)c(S(=O)(=O)N3CCOCC3)c2)CC1
    -5	0.0	-0.5	-4
- Cc1cccn2c(CN3CCCC3c3nccs3)c(C(=O)N3CCCCC3)nc12 (stereo unspecified)
    14	-0.1	0.6	7
- COc1cc(NC(=O)CSCC(=O)Nc2cc(OC)cc(OC)c2)cc(OC)c1
    6	0.1	-0.2	5
- Cc1cc(C(F)(F)F)n2nc(-c3cccc(Br)c3)cc2n1
    0	0.8	1.3	11
- COc1ccc(-n2nc([N+](=O)[O-])c(=Nc3ccc(C(C)C)cc3)n2O)cc1
    9	-0.4	-0.8	18
- O=C(Nc1ccc(Oc2ccccc2)cc1)c1ccc(F)c(S(=O)(=O)N2CCC(Cc3ccccc3)CC2)c1
    -6	0.1	1.5	12
- O=C1N[C@@H](Cc2c[nH]c3ccccc23)C(=O)N2CCN(Cc3cccc4cccnc34)C[C@H]12
    15	-0.3	0.3	12
- O=C(Nc1ccc(N2CCOCC2)cc1)c1cnc(NC2CCC(O)CC2)s1 (stereo unspecified)
    -20	0.0	1.2	-2
- Cc1nnc2c(Nc3ccc(N(C)C)cc3)nc3ccccc3n12
    20	-0.1	0.0	12
- COc1ccc(C2C3=C(CC(C)(C)CC3=O)N(c3ccc(C)c(C)c3)C3=C2C(=O)CC(C)(C)C3)cc1
    -4	0.6	-1.4	6
- CCCC(=O)Nc1nnc(SCc2ccc(Br)cc2)s1
    -3	0.0	0.5	10
- Oc1cccc2c(Cl)ccc(Cl)c12
    6	-0.1	0.5	1
- COc1cc(C(=O)Nc2ccc(S(N)(=O)=O)cc2)c(Br)c(OC)c1OC
    1	0.0	0.1	-12
- O=C(CCCCC(=O)N/N=C/c1cccc(O)c1)N/N=C\c1cccc(O)c1
    11	0.2	0.7	13
- Cc1[nH]n(-c2ccccc2)c(=O)c1C=NC1CCS(=O)(=O)C1 (stereo unspecified)
    -4	-0.2	0.3	-16
- Nc1ncc(-c2ccnc3ccccc23)c(-c2ccc(C(F)(F)F)nc2)n1
    2	0.0	-1.0	-9
- CC(=O)c1ccc(OCc2cc(C(=O)NCCc3cccc(F)c3)no2)cc1
    -6	-0.2	-0.7	-6
- O=C(Nc1nc2ccc(F)cc2s1)c1ccccc1Oc1ccccc1
    -5	-1.1	3.8	1
- CC(C)NC(=O)CN1CCN(Cc2c(C(=O)N3CCCCC3)nc3sccn23)CC1
    -11	0.3	-0.4	14
- CC(C)NC1C(=O)c2ccccc2OC1c1ccccc1 (stereo unspecified)
    -1	0.5	-0.6	-1
- COc1cc(Nc2cc(N3CCN(c4ncccn4)CC3)c3noc4c3c2C(=O)c2ccccc2-4)cc(OC)c1OC
    12	-0.1	-0.2	1
- O=C1N(Cc2ccc3ccccc3n2)c2cc([N+](=O)[O-])ccc2OC1(F)F
    12	0.3	-0.7	23
- O=C(CNc1ccc2ccccc2c1)N/N=C/c1ccc(O)cc1O
    40*	-0.3	1.9	-4
- Cc1cc(N2C(=O)CSC2c2ccc(F)c(F)c2)ccc1Br (stereo unspecified)
    -24	0.0	-0.3	-2
- O=C(Nc1ccc(C(F)(F)F)cc1)c1nc2ncccn2n1
    -2	0.1	-0.4	6
- CCc1nn(CC(N)=O)c(=O)c2cc3ccsc3n12
    -4	0.1	-0.3	-14
- CC(=O)Nc1ccc(C(=O)OCC(=O)Nc2sc3c(c2C#N)CCCCC3)cc1
    -12	-0.1	0.3	6
- CCCCCNC(=O)c1ccccc1I
    -20	0.1	0.1	-4
- Cc1cc(C)n2nc(C(=O)NCCN3CCCCCC3)cc2n1
    -4	-0.2	-0.4	0
- COc1cc(Nc2nc(N3CCN(c4ccccn4)CC3)nc3c2ncn3-c2ccsc2)cc(OC)c1OC
    3	-0.2	-0.4	13
- COC(=O)c1c(NC(=O)c2cccc([N+](=O)[O-])c2)sc2c1C(C(=O)OC)CC2 (stereo unspecified)
    -6	-0.2	1.2	-7

Going on with the list:
Values run as follows: TEAD-YAP inh	FBW7 activator	GPR151 ag	MITF primary
- O=C1N[C@@H](CO)C(=O)N2CCN(Cc3cccc4ncccc34)C[C@H]12
    -13	0.0	-1.2	-5
- COC(=O)c1nnn(-c2ccccc2F)c1C(=O)OC
    5	0.7	-0.6	12
- CCNC(=S)NNC(=O)c1ccc(Cl)c(S(=O)(=O)N2CCCC2)c1
    -4	-0.1	-0.6	3
- S=c1[nH]c2cc3ccccc3cc2[nH]1
    9	0.0	3.3	23
- CCC1CN(Cc2ccc(Sc3nncn3C)o2)Cc2cc(OC)ccc2O1 (stereo unspecified)
    -12	-0.1	0.6	-1
- COc1ccc(C2=N/C(=C\c3ccc(C(C)C)cc3)C(=O)O2)c(Cl)c1
    -2	0.0	-1.3	8
- CC1=CC(C)(C)N2C(=O)C(=O)c3cc(OC(=O)C(C)(C)C)cc1c32
    -1	-0.2	0.0	-9
- COc1ccc(NC(=O)CCN2C(=O)c3cccc([N+](=O)[O-])c3C2=O)cc1
    2	0.1	-0.8	12
- Cc1cccc(NC(=O)c2cc3ccccn3n2)c1C
    -51	0.3	-2.2	3
- CC(C)OCCCNC(=O)Cn1nnnc1CN1C[C@@H](C)O[C@@H](C)C1
    -4	0.1	-1.2	0
- O=[N+]([O-])c1c[nH]c(-c2csc(-n3nccc3C(F)(F)F)n2)c1
    3	0.1	-1.0	13
- COc1ccc(OC)c(-n2c(C)cc(/C=C3\C(=N)N4C(C)=CSC4=NC3=O)c2C)c1
    25	0.2	-1.4	19
- CC1CCc2c(sc3nc4c5ccccc5c(NCCCN(C)C)nn4c(=O)c23)C1 (stereo unspecified)
    11	0.1	-0.2	-9
- O=C(c1ccccc1[N+](=O)[O-])N1CCc2ccccc2C1
    16	-0.2	0.2	5
- O=c1[nH]c2ccc(NC(=S)NCc3ccccc3)cc2[nH]1
    9	0.0	-0.9	0
- COc1ccc(NC(=O)CC(C)Cc2ccc(C)cc2)cc1 (stereo unspecified)
    -10	-0.1	-0.1	-3
- CC(=O)N(CN1C(=O)C2C3c4ccccc4C(c4ccccc43)C2C1=O)c1ccc2c(c1)oc1ccccc12 (stereo unspecified)
    8	0.0	0.1	11
- CC1(C)CC(=O)C(C(C2=C(O)CC(C)(C)CC2=O)c2cc(Br)c(O)c(Br)c2)C(=O)C1 (stereo unspecified)
    -1	0.0	1.8	12
- c1ccc(Oc2cccc(OCCN3CCNCC3)c2)cc1
    -12	0.1	0.0	71*
- CSc1nc2ccsc2c(=O)n1-c1ccc(Br)cc1
    4	0.0	-0.3	5
- COC(=O)C(C)Oc1ccc(/C=C2\Oc3cc(OC)ccc3C2=O)cc1OC (stereo unspecified)
    4	0.3	8.8*	-4
- Cc1nn(C)c(C)c1-c1cccc(C(=O)NCCN(C(C)C)C(C)C)c1
    8	0.0	-0.3	-9

Random draw from the library; any-hit rate near 3.4%.
